Compound activity from PubChem BioAssay.
KLF5 inhibitor: KLF5 expression inhibitors, primary screen, DLD-1 cells, luminescence; DLD-1 KLF5 promoter-luciferase reporter; inhibition, % at 5 µM; 290,000 compounds, 0.23% hits;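 active = inhibition above a per-plate limit of that plate's mean compound inhibition plus 3 SD, cut at about 60% in these data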;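 note: 0% = DMSO wells and 100% = LY294002 at 200 µM; higher means less KLF5 promoter-driven luciferase light; inactives centre near -14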
GSK3A inh: blockers of GSK3A enzyme activity – biochemical, luminescence, cell-free homogeneous, HTS, primary screen | GSK-3 alpha kinase, ADP-Glo luminescence, 60 min | 320,000 compounds, 0.1% hits | Glycogen synthase kinase-3 alpha (Homo sapiens), P49840 | inhibition, % at 10 µM;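 in the data active = inhibition above about 50%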;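 note: GST-tagged GSK-3 alpha with peptide substrate and 25 µM ATP; 0% = DMSO neutral wells and 100% = GW8510 positive control wells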
Target sequence (P49840 whole entry, looked up): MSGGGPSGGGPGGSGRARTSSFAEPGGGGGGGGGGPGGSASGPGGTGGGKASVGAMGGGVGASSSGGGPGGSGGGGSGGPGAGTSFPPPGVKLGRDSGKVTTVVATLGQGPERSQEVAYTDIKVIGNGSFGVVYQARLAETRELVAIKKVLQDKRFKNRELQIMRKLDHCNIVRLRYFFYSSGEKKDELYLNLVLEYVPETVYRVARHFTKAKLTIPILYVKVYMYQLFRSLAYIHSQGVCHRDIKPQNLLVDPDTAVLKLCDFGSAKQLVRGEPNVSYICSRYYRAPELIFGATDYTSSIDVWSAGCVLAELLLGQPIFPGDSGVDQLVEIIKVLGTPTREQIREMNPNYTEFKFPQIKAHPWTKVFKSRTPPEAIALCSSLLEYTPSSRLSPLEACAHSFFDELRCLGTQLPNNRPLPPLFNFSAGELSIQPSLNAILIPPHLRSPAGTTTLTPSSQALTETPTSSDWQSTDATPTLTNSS
HSF1 activator: HSF-1 activators, primary screen, NIH3T3-HGL cells, MG132 stress, luminescence, single point; NIH3T3-HGL HSF-1 luciferase reporter, 8 h; 100% = twice DMSO control signal; activation, % at 9 µM; 300,000 compounds, 1.7% hits; AID 504408, 2011;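 active = mean replicate activation of at least 50% with a set share of replicates each reaching 50%; inconclusive = only one of those two conditions met; inactive = mean below 50% and too few replicates reaching it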;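 note: 0% = median of the neutral control wells and 100% = twice that signal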
PolyA inhibitor: polyadenylation inhibitors in yeast reporter cells, primary screen, luminescence, S. cerevisiae; calls only at 12 µM; AID 1875, 2009; S. cerevisiae SKY197-pL101 polyadenylation reporter, beta-gal luminescence; efflux-impaired pdr1/pdr3 knockout yeast; score 100 = 6 SD above DMSO; 300,000 compounds, 0.02% hits;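 active = lowest replicate activity score at least 50, where 100 means six control SD above control mean; inconclusive = lowest score under 50 but half or more replicates reach 50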;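 note: yeast exposed to compound for 9 h at 30 °C; higher score means more reporter readthrough which indicates perturbed polyadenylation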
GSK3beta inhib: human GSK3beta kinase inhibitors, primary screen, biochemical, cell-free homogeneous, HTS; Glycogen synthase kinase-3 beta (Homo sapiens), P49841; GST-GSK3beta kinase, ADP-Glo luminescence, 60 min; stronger effect = lower value; activity score (negative = inhibition), % at 10 µM; 300,000 compounds, 0.038% hits; AID 2097, 2009;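 active = more than half of replicate wells score below -50%, meaning over 50% inhibition versus plate controls; inconclusive = some replicates but at most half score below -50%; inactive = no replicate scores below -50%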;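 note: 0% = median DMSO wells and -100% = median GW8510 positive control wells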
Target sequence (P49841 whole entry, looked up): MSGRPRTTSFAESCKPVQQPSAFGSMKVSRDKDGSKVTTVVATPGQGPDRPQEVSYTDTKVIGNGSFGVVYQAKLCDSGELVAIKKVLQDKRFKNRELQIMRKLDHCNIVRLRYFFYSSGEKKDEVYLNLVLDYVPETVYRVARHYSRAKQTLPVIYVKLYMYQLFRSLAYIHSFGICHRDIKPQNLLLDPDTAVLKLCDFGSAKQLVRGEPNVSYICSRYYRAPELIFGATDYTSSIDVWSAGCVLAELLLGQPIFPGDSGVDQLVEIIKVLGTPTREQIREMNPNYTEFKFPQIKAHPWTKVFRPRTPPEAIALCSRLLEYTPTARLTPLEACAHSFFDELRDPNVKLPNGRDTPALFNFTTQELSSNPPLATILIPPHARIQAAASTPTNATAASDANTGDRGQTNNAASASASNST
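Test system: GST-tagged human GSK3beta kinase, cell-free; evaluation: activity score scaled between in-plate DMSO and GW8510 controls; measured by: ADP-Glo luminescence; incubation: 60 min reaction, RT; benchmarks: DMSO and 20 µM GW8510; reagent: peptide substrate plus 25 µM ATP (final); medium: Tris/MgCl2 kinase buffer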
HSP90 refold inh: HSP90 inhibitors, primary screen, cell lysate, luminescence | 290,000 compounds, 0.91% hits | inhibition, % at 5.6 µM | Rabbit reticulocyte lysate, luciferase refolding luminescence, 3 h | AID 1789, 2009;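 active = inhibition above the screen-wide mean plus 3 SD, computed separately per campaign, cut at about 16% in these data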;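 note: 0% = DMSO wells and 100% = 60 µM geldanamycin wells; inhibitors lower the luminescence because luciferase stays unfolded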
AI-2 QS modul: Vibrio harveyi AI-2 quorum sensing modulators, primary screen, JMH597 strain, luminescence/OD600 ratio; Vibrio harveyi JMH597 AI-2 luminescence/OD600 ratio, 9 h; stronger effect = lower value; strain lacks LuxN and CqsS sensors; 0 = neutral-control median; activity change, % at 7.5 µM; 300,000 compounds, 0.4% hits; in the data active = activity change below about -75%, passing the limit was not always enough; inconclusive = no clear call, values can overlap the other calls;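 note: luminescence divided by OD600 gain over 9 h not by final OD600 alone; inactives centre near 13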
IEC-6 tox: cytotoxicity in IEC-6 intestinal epithelial cells, primary screen, cytotoxicity control for KLF5 inhibitor project, cell-based, luminescence; IEC-6 cytotoxicity, luminescence viability; AID 1825, 2009; inhibition, % at 5 µM; 290,000 compounds, 0.78% hits; in the data active = inhibition above about 22%;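 note: 0% = plate median of test compound wells and 100% = cytotoxic reference compound wells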
HSF1 inhib: HSF1 inhibitors in luciferase reporter cells, primary screen, cell-based, NIH3T3, luminescence. activity change, negative = inhibition, % at 7.5 µM (by protocol). AID 2098, 2009. NIH3T3-HGL HSE-luciferase, MG132-induced, luminescence 8 h; stronger effect = lower value. 300,000 compounds, 0.77% hits;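 active = more than half of replicate wells show activity change below -50%, luminescence cut by over half; inconclusive = some wells, but at most half, below -50%; inactive = no replicate well below -50%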;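 note: luciferase reports HSF-1 transcriptional activity via heat shock element; 0% = median of DMSO wells and -100% = zero luminescence signal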
aSyn 5UTR inh: MLPCN primary screen, SNCA 5' untranslated region; alpha-synuclein 5'UTR reporter, inhibitor activity; inhibition, % (tested at 7.5 µM); 300,000 compounds, 0.82% hits; in the data active = inhibition above about 60%; inconclusive = no clear call, values can overlap the other calls;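 note: H4 neuroglioblastoma cells stably carrying SNCA 5'UTR luciferase fusion; 0% = DMSO wells and 100% = positive control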
* = called active by the depositor; i = inactive; ? = inconclusive; · = no result given. The list is partial (hit frequency here may not be typical).

Values run as follows: KLF5 inhibitor, GSK3A inh, HSF1 activator, PolyA inhibitor, GSK3beta inhib, HSP90 refold inh, AI-2 QS modul, IEC-6 tox, HSF1 inhib, aSyn 5UTR inh
NC(=O)c1nn(-c2ccccc2)nc1NC(=O)CN1CCCC1
→ -24, 8, -14, i, -5, 2, 10, 1, -3, -5
CC(=O)Nc1ccc(NC(=O)c2c(C)nn(Cc3ccccc3Cl)c2C)cc1
→ -6, -4, 8, i, -3, 6, 22, 7, -6, 4
Cc1ccccc1-n1c(-c2ccco2)n[nH]c1=S
→ -3, -1, -6, i, 1, 0, -6, 1, 0, 29
O=C(Nc1ccccc1)c1cccc(C(F)(F)F)c1
→ 19, 4, 18, i, -2, -4, 16, 14, 7, -31
Cn1c(COc2cccc3ccccc23)nnc1SCC(=O)OC1CCCCC1
→ -29, -1, 19, i, -3, 2, 11, 20, 6, 2
COc1cccc(CNc2nc(-c3cccnc3)nc3ccccc23)c1
→ -26, 2, 69*, i, 6, -1, 19, 3, 22, 6
O=C(CN1CCOCC1)NCc1ccccc1
→ -32, 1, 3, i, 5, 0, 16, -4, 2, -2
N#C/C(=C\c1ccc(N2CCOCC2)c([N+](=O)[O-])c1)c1nc2ccccc2[nH]1
→ 5, 0, ?, i, 1, 2, 13, 3, 26, -163
O=C(NCC(c1cccs1)N1CCOCC1)c1ccc(Cl)cc1 (stereo unspecified)
→ ·, -2, -10, i, 1, ·, 12, ·, -1, -100
O=C(O)c1ccc(N/N=C/c2ccc(-c3ccccc3Cl)o2)cc1
→ -83, 5, -52, i, -1, 53*, -95*, 14, ?, -65
COc1cc(C)cc2oc(=O)c(CC(=O)N3CCN(C(=O)C4COc5ccccc5O4)CC3)c(C)c12 (stereo unspecified)
→ -7, -2, 7, i, 5, -5, 29, -7, -1, 14
CC(C)COC(=O)CCn1[nH]c(=O)c2ccccc2c1=O
→ -12, 11, 2, i, 2, -4, 19, 1, -4, -7
N#CC(c1ccccc1)c1ccc2c(C(F)(F)F)cc(C(F)(F)F)nc2n1 (stereo unspecified)
→ -8, ·, 5, i, 3, 3, 33, 10, -7, 31
O=C(N1CCCCC1)C12CC3CC(CC(C3)C1)C2
→ -39, -1, -1, i, -2, 0, 10, -2, -16, 6
Cc1ccc(CCNC(=O)C2CCCN(S(C)(=O)=O)C2)cc1 (stereo unspecified)
→ -6, 0, -10, i, -7, 3, 4, 2, -7, 16
O=C(Nc1cccc(-c2ccc(N3CCOCC3)nn2)c1)c1ccccc1
→ ·, 1, 36, i, -9, ·, 26, ·, 22, -80
O=C(c1cccc2ccccc12)C1CCCN(C(=O)CCCn2cncn2)C1 (stereo unspecified)
→ 10, 1, 9, i, 3, 3, 49, -2, -1, -17
O=C(NCCOC(=O)c1ccncc1)c1ccccc1
→ -26, 1, -1, i, 0, 3, 4, -1, 0, 1
CNC(=O)/C(=C\c1cccc(Oc2ccccc2)c1)NC(=O)c1ccccc1
→ 5, -6, 29, i, -1, 2, 10, 5, 0, -38
O=C(CN1CCCC1)N1CCCc2c1c(=O)oc1ccc(OCc3ccccc3)cc21
→ -1, 1, -4, i, 0, 1, 3, -9, -3, 0
c1ccc(C[n+]2cccc3c4ccccc4ccc32)cc1
→ 6, -1, -7, i, 0, 0, 12, 3, -10, -17
CCC(NC(=O)Nc1ncccc1C)(C(F)(F)F)C(F)(F)F
→ 1, 2, 1, i, 5, -1, 2, -3, 5, 17
O=C(NCCCN1CCOCC1)c1cc(-c2cccs2)on1
→ -51, -1, 3, i, 1, 3, -2, -10, 2, -152
COc1cccc(CC2(CO)CCCN(Cc3ccccc3Cl)C2)c1 (stereo unspecified)
→ -34, 0, 7, i, 6, 3, -7, -1, 9, 16
COc1ccc(CNC(=O)C2CC(=O)N(c3ccc(OCC(=O)N4C(C)CCCC4C)cc3)C2)cc1 (stereo unspecified)
→ -22, -5, 3, i, -1, 2, 14, 1, 2, 18
CCOc1ncccc1C(=O)Nc1ccc(S(=O)(=O)N2CCCC2)cc1
→ -39, -1, -2, i, -2, 0, 12, -4, 1, 2
C#CCOC(=O)C(NC(=O)c1ccccc1)=C1CCCCC1
→ -12, -1, 12, i, 0, 4, -6, 3, -5, 2
CC(=O)Nc1ccc2c(c1)C(=O)N(c1cccc(C)c1)C2=O
→ -49, 0, -9, i, 4, -3, 10, -2, 5, 29
Cc1ccc2sc(N3CCN(C(=O)c4ccc([N+](=O)[O-])o4)CC3)nc2c1C
→ ·, -1, 7, i, 1, ·, 22, ·, -7, -76
COc1ccc(/C(C)=N\NC(=O)CNC(=O)C(c2ccccc2)c2ccccc2)cc1OC
→ 7, -1, 24, i, 1, -3, 31, -9, 0, 0
O=C(Nc1ccc2oc(Cc3ccc(Cl)cc3)nc2c1)c1cccnc1
→ -3, 16, ·, i, -15, -1, 8, 4, ·, 17
CCN(CC)S(=O)(=O)c1cccc(C(=O)N/N=C(\C)c2cccs2)c1
→ -33, -3, ·, ·, 4, 1, 28, 8, ·, ·
CCC(=S)/C=C1\Sc2ccccc2N1CCCS(=O)(=O)O
→ -6, -6, -5, i, 1, 0, 5, -2, -12, 21
CCCCN(C(=O)c1cccc(S(=O)(=O)N2CC(C)OC(C)C2)c1)c1c(N)n(CCCC)c(=O)[nH]c1=O (stereo unspecified)
→ 3, 4, -9, i, 1, -3, 13, 8, -7, 11
CCC(C)/C(C)=N/NC(=O)c1cn(-c2ccccc2)nc1-c1ccccc1 (stereo unspecified)
→ -16, -1, 33, i, 5, 4, 12, 1, 10, -12
Cc1ccc(/C=C2\SC(=O)N(CCNC(=O)C3CSC4(C)CCC(=O)N34)C2=O)cc1 (stereo unspecified)
→ ·, -3, 30, i, 1, ·, 11, ·, 7, -1
Cc1c(Cc2ccccc2)c(=O)oc2cc(OCC(=O)NCC(O)c3ccccc3)ccc12 (stereo unspecified)
→ -13, -1, -5, i, -1, 1, 15, 3, 4, 5
COc1ccc(-n2c(Cc3cc(=O)[nH]c(=O)[nH]3)nnc2SCC(=O)NC2CCCC2)cc1
→ -34, -1, -1, i, 1, -2, 18, -6, -3, -5
CCn1c(SCC(=O)NNC(=O)c2ccc(C)cc2)nnc1-c1ccncc1
→ -42, 6, -7, i, 0, -1, 32, -2, -8, 25
O=C(Nc1ccccc1Cl)N1CCN(c2ccc3nnc(-c4ccc(F)cc4)n3n2)CC1
→ 4, 10, 26, i, -1, -4, -4, -3, 5, 40
O=C(CSc1n[nH]c(-c2ccco2)n1)N1c2ccccc2Sc2ccccc21
→ 3, 3, 35, i, 0, 3, 27, 1, -3, 10
CCOc1c(Br)cc(C(N)=O)cc1OC
→ 3, -2, 17, i, -1, 1, 16, -7, -6, 19
COc1ccc(C(=O)NC(=S)N2CCN(c3ccc([N+](=O)[O-])cc3)CC2)cc1
→ -18, -2, 7, i, 1, -2, 50, 13, 2, 24
COc1ccc(O)c(/C=N/NC(=O)CCC(=O)Nc2ccc(F)cc2)c1
→ -3, -1, -13, i, -1, 0, 40, -5, -5, 2
Cc1cccc(NC(=O)c2cnn(-c3ccc(F)cc3)c2C2CCNCC2)c1C
→ -17, 1, -7, i, -1, 0, 15, -10, -2, -3

Looked up by compound from above, 5 records:
Values run as follows: KLF5 inhibitor, GSK3A inh, HSF1 activator, PolyA inhibitor, GSK3beta inhib, HSP90 refold inh, AI-2 QS modul, IEC-6 tox, HSF1 inhib, aSyn 5UTR inh
Cc1ccc(/C=C2\SC(=O)N(CCNC(=O)C3CSC4(C)CCC(=O)N34)C2=O)cc1 (stereo unspecified)
→ ·, -3, 30, i, 1, ·, 11, ·, 7, -1
CCC(C)/C(C)=N/NC(=O)c1cn(-c2ccccc2)nc1-c1ccccc1 (stereo unspecified)
→ -16, -1, 33, i, 5, 4, 12, 1, 10, -12
COc1ccc(C(=O)NC(=S)N2CCN(c3ccc([N+](=O)[O-])cc3)CC2)cc1
→ -18, -2, 7, i, 1, -2, 50, 13, 2, 24
CCOc1c(Br)cc(C(N)=O)cc1OC
→ 3, -2, 17, i, -1, 1, 16, -7, -6, 19
COc1ccc(O)c(/C=N/NC(=O)CCC(=O)Nc2ccc(F)cc2)c1
→ -3, -1, -13, i, -1, 0, 40, -5, -5, 2

(continued)
Values run as follows: KLF5 inhibitor, GSK3A inh, HSF1 activator, PolyA inhibitor, GSK3beta inhib, HSP90 refold inh, AI-2 QS modul, IEC-6 tox, HSF1 inhib, aSyn 5UTR inh
CCCOc1ccc(CNC(=O)CCC(=O)n2ncc3cc(C)ccc32)cc1
→ -9, 5, -6, i, 0, -3, 18, -7, -3, -21
CC(C(=O)Nc1nc2ccccc2[nH]1)N1C(=O)C2CC=CCC2C1=O (stereo unspecified)
→ -20, -1, -5, i, 0, -1, -6, -2, -2, 12
Cc1ccc(S(=O)(=O)CCC(=O)OCC(=O)NC(N)=O)cc1
→ 10, -2, 1, i, -1, -3, -2, -4, 0, 3
C=CCn1c(SCc2csc(C)n2)nc2sc3c(c2c1=O)CCCCC3
→ -6, 1, 10, i, -2, 4, 9, 7, 4, -4
COC(=O)CSc1cnc2ccccc2n1
→ -15, -1, -7, i, 0, -1, 33, -4, -5, 10
O=C(Cn1cc2c(n1)CCCCC2)NCc1ccccc1
→ ·, -5, -4, i, -3, ·, 43, ·, -1, -2
CCN(CC)CCNC(=O)c1c(C)oc2cc(Br)c(OC)cc12
→ -23, 0, ·, ·, ·, 2, ·, 0, ·, ·
O=C(N/N=C/c1cccnc1)c1ccc2ccccc2c1O
→ -87, ·, ·, ·, 2, -4, 48, -2, ·, ·
COc1ccccc1NC(=S)N1CCN(c2ncccn2)CC1
→ -8, -3, 29, i, 0, -1, 15, 4, 0, 2
O=C(CN(C(=O)c1csnn1)c1ccc(F)cc1)NCc1ccc2c(c1)OCO2
→ -4, 1, -10, i, -1, 4, 33, 4, -1, 2
CCSC1=NCCN1S(=O)(=O)c1ccc(F)cc1
→ -12, -1, 19, i, 2, -4, 9, 0, -1, 2
